E-sel TNF inh: blocks E-selectin expression induced by TNF alpha; AID 1246; HUVEC TNFa-induced E-selectin immunofluorescence, high content; actives 0.71% (n = 120,000); inhibition, % at 2 µM;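 active means inhibition above the batch mean plus 3 SD, and confirmed as a hit on visual image review, cut at about 43% in these data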;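 further: 0% = TNF-stimulated DMSO wells and 100% = unstimulated control wells; not every result past the cut was called active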
HCT116 bCat-KO: beta-catenin-lacking colon tumor cell growth suppression | HCT116 beta-catenin knockout viability, CellTiter-Glo, 60 h; active compounds read low | viability, % at 10 µM | actives 1.5% (n = 140,000) | AID 818;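 active means viability at or under a set limit, the compound median less 4 SD, cut at about 6% in these data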;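 further: 0% = Hyamine 1622 control at 20 µM and 100% = untreated cell control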
Yeast lifespan up: extends the lifespan of yeast | actives 0.68% (n = 130,000) | AID 775 | inhibition of the nicotinamide effect, % at 10 µM | S. cerevisiae growth with nicotinamide, OD615; deaD strain in restrictive glucose medium;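 active means inhibition above a set limit, placed 3 SD over the median of all compounds, cut at about 26% in these data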;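 further: 0% = nicotinamide-treated wells and 100% = cells grown without nicotinamide; some compounds called inactive have numbers as strong as hits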
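Test system: DeaD-strain S. cerevisiae / Buffer or medium: restrictive glucose medium / Also added: nicotinamide 1.5 mM / Doses: one concentration, 10 µM, DMSO 0.25% / Schedule: 48 h at 30 °C / Signal: OD615 measurement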
MRP-1 activ: activators of MRP-1. viability increase, % at 10 µM. AID 799. actives 0.61% (n = 140,000). H69AR cells + doxorubicin, viability rescue, CellTiter-Glo;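 active means viability gain under doxorubicin at or above a set limit, the compound median plus 3 SD, cut at about 4.7% in these data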;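 further: MRP-1 overexpressing cells given doxorubicin 25 µM after compound pretreatment; 18-22 h compound pretreatment then 72 h with doxorubicin before readout; 0% = doxorubicin-only wells and 100% = vehicle-treated cells without doxorubicin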
Phagocytosis inh: inhibitors of macrophage phagocytosis; J774A.1 macrophage IgG-bead phagocytosis, imaging; inhibition, % at 5 µM; actives 0.07% (n = 110,000); AID 1029;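 active means inhibition above the mean of the plate negative controls plus 5 SD, cut at about 13% in these data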;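 further: phagocytic index as fraction of beads internalized from green versus red external bead signal; plate controls were DMSO negative control for no effect and cytochalasin-D positive control for full effect; some results beyond the cut were filed as inactive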
NPY Y2 blocker: NPY-Y2 (human) receptor antagonism. P49146. NPY-Y2 expressing cells, antagonist mode. inhibition, % at 2.7 µM. actives 0.99% (n = 140,000). AID 793; in the data active means inhibition above about 17%;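 further: 0% = vehicle with agonist challenge and 100% = reference antagonist with challenge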
Target sequence (P49146 whole entry, looked up): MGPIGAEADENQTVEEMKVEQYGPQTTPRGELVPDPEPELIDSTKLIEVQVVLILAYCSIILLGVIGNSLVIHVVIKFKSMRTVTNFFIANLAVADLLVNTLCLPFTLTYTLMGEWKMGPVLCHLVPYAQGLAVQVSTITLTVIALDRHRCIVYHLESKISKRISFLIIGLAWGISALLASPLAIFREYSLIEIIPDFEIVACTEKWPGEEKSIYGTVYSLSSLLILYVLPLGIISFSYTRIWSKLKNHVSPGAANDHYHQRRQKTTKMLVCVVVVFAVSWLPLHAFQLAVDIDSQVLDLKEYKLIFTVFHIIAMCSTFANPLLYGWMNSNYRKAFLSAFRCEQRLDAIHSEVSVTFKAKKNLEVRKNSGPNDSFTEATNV
Measles CPE: protection of cells from measles virus; Measles virus-infected cells, CPE protection, absorbance; protection (pct of control), % at 4 µM; actives 1.5% (n = 140,000); AID 841; in the data active means protection mostly above about 24%, no sharp cut-off; inactive means mostly below about 26%; further: some compounds called inactive have numbers as strong as hits
Yeast growth inh: chemicals that inhibit yeast BB579 growth in restrictive medium (lifespan-shortening candidates); S. cerevisiae BB579 growth, OD615, 48 h; inhibition, % at 10 µM; actives 0.51% (n = 140,000); AID 804;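 active means inhibition above a set limit, 3 SD over the mean compound inhibition, cut at about 44% in these data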; further: inactives centre near -24
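Material: Saccharomyces cerevisiae DeaD strain BB579, replicative lifespan model yeast; buffer or medium: CSMM-D restrictive synthetic medium containing dextrose (glucose); compound: 10 µM single dose, DMSO 0.25%; timing: 48 h compound exposure at 30 °C after 4 h preincubation; signal: turbidity as optical density at 615 nm; benchmarks: positive control amphotericin B 10 µg/mL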
PTEN del growth: suppresses growth of cells with PTEN deletion. HCT116 PTEN-null viability, CellTiter-Glo, 60 h; active compounds read low. actives 1.2% (n = 140,000). viability, % at 10 µM. AID 827;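 active means viability at or below a set limit, 4 SD under the median of all tested compounds, cut at about 3.7% in these data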;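 further: PTEN knockout HCT116 line with beta catenin targeted HCT116 as companion control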
GALR2 blocker: GALR2 (human) receptor antagonism. O43603. inhibition, % at 4 µM. GALR2-expressing cells, antagonist mode. actives 0.39% (n = 140,000); in the data active means inhibition above about 27%;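 further: cells stimulated with galanin 1-16 at roughly its EC80; 0% = agonist challenge control and 100% = basal control without agonist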
Target sequence (O43603 whole entry, looked up): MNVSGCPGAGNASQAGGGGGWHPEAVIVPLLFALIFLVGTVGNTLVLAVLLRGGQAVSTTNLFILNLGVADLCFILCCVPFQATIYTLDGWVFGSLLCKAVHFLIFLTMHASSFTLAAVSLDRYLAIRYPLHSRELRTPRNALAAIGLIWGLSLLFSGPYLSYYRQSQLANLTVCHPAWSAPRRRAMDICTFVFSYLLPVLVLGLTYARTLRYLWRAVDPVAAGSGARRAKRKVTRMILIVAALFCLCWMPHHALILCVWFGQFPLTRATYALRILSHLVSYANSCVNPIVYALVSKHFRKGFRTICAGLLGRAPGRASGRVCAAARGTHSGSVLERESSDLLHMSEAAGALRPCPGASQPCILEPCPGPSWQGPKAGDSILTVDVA
Active calls of the source: *; . = not tested or not shown. Rows are unselected; 6.1% or so of the library scored in one or more.

SMILES	E-sel TNF inh	HCT116 bCat-KO	Yeast lifespan up	MRP-1 activ	Phagocytosis inh	NPY Y2 blocker	Measles CPE	Yeast growth inh	PTEN del growth	GALR2 blocker
CCCn1nnnc1SCC(=O)NCc1cccs1	6	100	-10	-0.7	-1	4	17	-16	98	4
CCOc1ccc(-c2ncncc2-c2ccc(OC)cc2)c(O)c1	-24	86	-12	-0.8	0	-2	8	-20	92	2
C=CCNC(=S)N1CCC(C(=O)c2ccc(OC)cc2)CC1	-40	91	0	-1.5	.	2	5	-26	97	0
CC(Cl)C(=O)Nc1ccccc1C#N (stereo unspecified)	.	100	0	-2.9	-7	3	6	-17	100	22
COc1ccccc1C1C(C(=O)c2cc3ccccc3o2)=C(O)C(=O)N1CCN(C)C (stereo unspecified)	.	98	-7	-0.4	0	-1	9	-26	98	20
COc1ccccc1NC(=S)NC(=O)CCCOc1ccc(Cl)cc1Cl	5	91	-4	-1.1	-1	6	14	-61	95	0
COc1ccccc1C(=O)Nc1cccc(SC)c1	-52	78	.	-4.3	.	4	4	-18	78	13
Cn1c(=O)n(CCc2ccccc2)c(=O)c2c1nc1n2CCN1Cc1ccco1	.	67	-5	-3.8	-1	-2	12	-36	52	8
N#CC(C#N)=C1C=C2C=C(N3CCCCC3)CCC2CC1 (stereo unspecified)	.	85	1	-1.8	-6	2	7	-25	86	4
C=CCn1c(NC(=O)c2ccccc2Cl)c(C#N)c2nc3ccccc3nc21	-27	96	-10	-5.0	-1	4	10	-70	87	-1
CCOCC(=O)Nc1nc2ccc(C)cc2s1	8	85	-2	-3.6	.	3	12	-7	83	5
CC(C)c1cc(C(=O)N/N=C/C=C/c2ccccc2)n[nH]1	.	100	-1	-0.7	-9	1	6	6	96	-14
Cn1nnnc1SCC(=O)Nc1nc(-c2ccccc2)c(-c2ccccc2)o1	-16	76	-4	-3.9	3	5	14	-38	77	-7
Cc1cc(C)c2c(N)c(C(=O)N3CCCCCC3)sc2n1	.	102	-8	-0.8	-1	2	13	-7	107	8
COc1ccc(CNC(=O)c2sc3nc4c(c(C(F)(F)F)c3c2N)CCC4)cc1	.	91	5	2.2	-2	1	18	-41	96	-2
Cc1cc(/C=C(/C#N)c2nc3ccccc3[nH]2)c(C)n1-c1cccc([N+](=O)[O-])c1	22	34	22	-2.6	1	-2	11	-83	49	-3
Cc1ccc(C)c(N2CCN(C(=O)Cc3cn(C)c4ccccc34)CC2)c1	-77	84	-3	-4.4	-4	1	7	-21	84	-9
COC(=O)C1=C(C)N(c2cccc(OC)c2)C(=O)/C1=C\c1ccco1	.	93	20	-2.2	.	1	6	-36	102	-2
Cc1cc2cc(CNC(=O)c3ccc(S(=O)(=O)N4CCOCC4)cc3)ccc2n1C	-17	91	-6	-2.2	1	-1	4	-15	90	-12
COc1ccc(C(CNC(=O)c2ccc(-n3cnnn3)cc2)N2CCOCC2)cc1 (stereo unspecified)	.	89	-17	-3.1	0	1	14	-27	101	-18
COC(=O)c1cc(OC)c(OC)c(OC)c1N	-47	101	-8	-0.2	0	3	1	-52	102	12
COCC(C)NC(=O)c1noc2c1CCc1cc(OC)ccc1-2 (stereo unspecified)	-14	88	-21	0.2	-1	0	9	-10	92	3
CCOC(=O)c1cc(C#N)c(N)nc1C	-2	98	-14	-0.4	-1	5	9	5	97	-4
Cc1c(C#N)c2ccccc2n1CC(=O)O	-12	93	-12	-1.5	.	-1	8	-30	94	16
CCCn1nnc2ccccc2c1=O	-32	82	-12	0.4	.	1	2	-7	88	3
Further records follow:
SMILES	E-sel TNF inh	HCT116 bCat-KO	Yeast lifespan up	MRP-1 activ	Phagocytosis inh	NPY Y2 blocker	Measles CPE	Yeast growth inh	PTEN del growth	GALR2 blocker
CCOc1ccc(N(CC(=O)NCC2CCCO2)S(=O)(=O)c2ccc(Cl)cc2)cc1 (stereo unspecified)	-15	104	7	-0.1	0	3	12	-42	91	9
COc1cccc(C(=O)Nc2ccc3c(c2)C(=O)N(CCC(=O)O)C3=O)c1	-2	82	-10	-1.8	.	1	2	-19	85	-3
Cn1nnnc1SCc1csc(Nc2ccccc2)n1	-34	87	-10	-0.7	1	1	9	-32	94	3
Cc1oc2nc(SCCCC(=O)NCCO)nc(N)c2c1C	-19	114	-14	-1.0	3	1	4	-14	99	-17
CCc1nc(SCc2cccnc2)[nH]c(=O)c1C	-19	82	-10	0.6	0	2	5	16	111	2
Cc1cc(S(=O)(=O)N(Cc2ccc(C(C)(C)C)cc2)Cc2cccs2)ccc1-n1cnnn1	.	71	4	-4.3	-8	5	5	-18	60	-11
CCOC(=O)CCCCC(=O)c1[nH]c(=O)[nH]c1CSc1nc2ccccc2[nH]1	-1	82	-5	-3.4	.	2	5	-28	102	-6
CCc1cc(-c2[nH]ncc2-c2ccc3c(c2)OCO3)c(O)cc1O	-23	48	.	-5.3	0	1	84*	-8	45	14
Cn1cnnc1SCCC(=O)Nc1ccccc1	16	99	-10	-1.1	0	5	4	-71	94	2
O=C(CSc1nnc(Cc2cccs2)n1Cc1ccco1)Nc1cc(Cl)cc(Cl)c1	.	49	-2	-1.7	-3	-3	3	-54	41	-1
C[C@H](NC(=O)c1ccccc1Cl)C(=O)OCC(=O)N1CC2(C)CC1CC(C)(C)C2 (stereo partly specified)	15	96	-2	1.4	-9	0	24	-25	95	8
Cn1nnc(NC(=O)CSc2ccc(Cl)cc2)n1	-2	97	-8	-1.5	.	2	3	-43	97	6
CCn1c2ccccc2c2cc(NC(=O)c3ccccc3[N+](=O)[O-])ccc21	.	76	-2	0.9	-3	-6	14	-12	91	-17
Cc1nn2c(nc(N3CCOCC3)c3ccccc32)c1C=C(C#N)C#N	.	77	-5	-1.5	-7	3	27	-30	79	4
CCNC(=O)NC(=O)C(C)Sc1nnc(COc2ccccc2Cl)o1 (stereo unspecified)	-11	100	-11	-2.3	-2	2	15	2	89	-15
COc1ccc(/C=C(/C#N)C(=O)Nc2ccccc2C)cc1C(=O)O	43	100	4	0.6	-11	2	18	-15	96	6
Cc1cc(N)n(-c2ncnc3scc(-c4ccc(Cl)cc4)c23)n1	-7	86	.	-2.9	.	5	17	-18	97	3
O=c1c2cc(N3CCOCC3)ccc2[nH]c(=S)n1CCCN1CCCCC1	20	89	-17	-1.0	0	2	2	7	84	-18
CCCn1c(N)[n+](CC(=O)c2ccco2)c2ccccc21	.	89	-9	-1.2	.	2	23	-46	86	9
CC(=O)NC1C(=O)Nc2c1cccc2C(F)(F)F (stereo unspecified)	-5	94	-3	-2.5	-1	0	6	-3	99	0
CCOC(=O)C(Sc1n[nH]c(N)n1)c1ccccc1 (stereo unspecified)	.	94	-3	-1.6	-1	-3	14	-41	99	3
O=C(CN1CCCC1)Nc1nnc(-c2cccs2)s1	.	93	8	-0.8	.	4	6	-22	110	12
O=C(NCc1ccncc1)c1cnccn1	-16	102	-6	-2.0	-1	1	-1	-17	106	4
Cn1c(CNc2nc3ccccc3n2CCN2CCCCC2)nc2ccccc21	-26	66	-8	-1.7	-2	6	3	-69	71	1
Cc1ccc2c(COC(=O)CC3Sc4ccccc4NC3=O)cc(=O)oc2c1C (stereo unspecified)	-5	97	-3	-2.5	-3	3	3	-30	99	0
Other structures.
SMILES	E-sel TNF inh	HCT116 bCat-KO	Yeast lifespan up	MRP-1 activ	Phagocytosis inh	NPY Y2 blocker	Measles CPE	Yeast growth inh	PTEN del growth	GALR2 blocker
Cc1cc(Nc2ccc3ccccc3c2)n2ncnc2n1	.	72	-1	-2.7	-4	0	16	3	70	14
Cc1cc(=O)[nH]c(N/N=C/c2cccs2)n1	.	95	2	0.5	.	1	24	-6	104	14
O=C(Nc1cccc2c1C(=O)NC2=O)c1ccc(S(=O)(=O)N2CCCC2)cc1	1	87	-23	-1.3	-1	0	11	-39	92	13
Cc1cccc(N2CCc3c2nc2ccc(Br)cc2c3N)c1	-21	49	.	-1.2	.	-1	4	-62	40	22
COc1ccc(-c2c(C#N)c(C)nc3c2C(=O)c2ccccc2-3)cc1	-13	94	-9	-2.4	.	-1	7	-50	90	-7
C=CCn1c(SCC(=O)Nc2sccc2C#N)nc2sc(C)c(C)c2c1=O	-4	91	-4	-1.5	-1	3	3	-38	95	4
CCCn1c(C)cc(=O)c2cc(NC(=O)c3ccccn3)ccc21	-20	49	-10	-1.5	0	2	3	-26	50	5
CCn1c(=O)c(C(=O)NNS(=O)(=O)c2ccc(Cl)cc2)c(O)c2ccccc21	-13	100	28*	2.9	-9	9	3	-30	93	-7
CCN(CC)c1nc(C#N)cc(-c2ccc(OC)cc2)n1	23	15	-19	-5.2	0	11	2	-57	18	-9
Cc1ccn2c(NC3CCCCC3)c(C)nc2c1	19	74	6	-2.3	1	5	3	-48	73	10
CCOc1ccccc1NS(=O)(=O)N(C)C	-40	97	-12	0.1	1	0	1	14	89	-7
CCN1C(=O)CC(C(=O)NC)SC1=Nc1cc(Cl)c(O)c(Cl)c1 (stereo unspecified)	11	91	-6	-2.7	-1	-1	18	-18	96	10
CCCOc1ccc(N2C(=O)C3ON(c4ccccc4)C(CCC)C3C2=O)cc1 (stereo unspecified)	13	93	-7	-1.6	0	4	25*	-22	108	-14
O=C(CNC(=O)c1ccccc1)OC(C(=O)Nc1cc(C(F)(F)F)ccc1Cl)c1ccccc1 (stereo unspecified)	11	114	-11	-0.4	-1	-2	4	-41	93	2
O=C(Nc1ccccc1OC(F)F)C1CCCN1C(=O)c1cccs1 (stereo unspecified)	-31	96	10	0.5	-8	3	3	-21	104	-3
NC(=O)COC(=O)c1oc2ccccc2c1CSc1ccc(Cl)cc1	.	95	-5	-1.2	-6	1	10	-8	87	-1
O=C(CCC(NC(=O)OCc1ccccc1)C(=O)OCc1ccccc1)NCC(=O)OCc1ccccc1 (stereo unspecified)	.	93	5	0.3	-11	2	7	-44	94	-4
Cc1ccc(Cn2c(-n3nc(C)cc3C)nc3c2c(=O)[nH]c(=O)n3C)cc1	-13	91	-11	-1.6	2	4	9	-7	90	-7
O=C(c1ccccc1)c1ccc(OCC(O)CN2CCN(S(=O)(=O)N3CCCCC3)CC2)cc1 (stereo unspecified)	5	39	-4	-0.5	-2	3	3	-25	43	-11
CCCOC(=O)c1c(NC(=O)c2cnn3c2NC(c2ccccc2)CC3C(F)(F)F)sc2c1CCCC2 (stereo unspecified)	-28	61	4	3.1	-9	2	9	-37	57	-7
CC1CCCCN1C(=O)CSc1nnc(CSc2ncccn2)n1C (stereo unspecified)	-19	91	-9	-0.4	-1	-2	4	-28	101	-8
